ASAP1 GAP inh: blocks human ASAP1-stimulated Arf1 GTP hydrolysis; Q9ULH1; AID 624377; inhibition, % at 16.5 µM; 360,000 compounds, 0.19% hits; GDP FP detection; in the data active = inhibition above about 25%;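 note: 0% = vehicle with enzyme and substrate and 100% = no enzyme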
Target sequence (Q9ULH1 325-724 limits assumed): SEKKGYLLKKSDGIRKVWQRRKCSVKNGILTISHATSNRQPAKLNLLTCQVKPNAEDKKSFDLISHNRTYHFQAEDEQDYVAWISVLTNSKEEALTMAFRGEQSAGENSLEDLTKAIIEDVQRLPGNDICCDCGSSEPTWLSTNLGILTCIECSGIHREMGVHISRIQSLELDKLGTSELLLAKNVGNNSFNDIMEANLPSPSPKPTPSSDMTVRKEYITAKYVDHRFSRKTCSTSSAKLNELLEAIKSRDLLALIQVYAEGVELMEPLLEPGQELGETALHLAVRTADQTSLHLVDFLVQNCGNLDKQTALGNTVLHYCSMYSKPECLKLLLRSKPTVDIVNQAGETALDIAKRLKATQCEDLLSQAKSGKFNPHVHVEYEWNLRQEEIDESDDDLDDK
Rev-erbA mod: modulators of human Rev-erb alpha DNA binding; P20393; Rev-erbα–FITC-DNA binding, fluorescence polarization, 90 min; activity, % at 10 µM; 370,000 compounds, 0.79% hits; AID 1259318;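 active = activity above about 14%, limit read from the data; passing the limit was not always enough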;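 note: 0% = DMSO wells with 35 nM protein and 100% = DMSO wells with 750 nM protein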
Target sequence (P20393 whole entry, looked up): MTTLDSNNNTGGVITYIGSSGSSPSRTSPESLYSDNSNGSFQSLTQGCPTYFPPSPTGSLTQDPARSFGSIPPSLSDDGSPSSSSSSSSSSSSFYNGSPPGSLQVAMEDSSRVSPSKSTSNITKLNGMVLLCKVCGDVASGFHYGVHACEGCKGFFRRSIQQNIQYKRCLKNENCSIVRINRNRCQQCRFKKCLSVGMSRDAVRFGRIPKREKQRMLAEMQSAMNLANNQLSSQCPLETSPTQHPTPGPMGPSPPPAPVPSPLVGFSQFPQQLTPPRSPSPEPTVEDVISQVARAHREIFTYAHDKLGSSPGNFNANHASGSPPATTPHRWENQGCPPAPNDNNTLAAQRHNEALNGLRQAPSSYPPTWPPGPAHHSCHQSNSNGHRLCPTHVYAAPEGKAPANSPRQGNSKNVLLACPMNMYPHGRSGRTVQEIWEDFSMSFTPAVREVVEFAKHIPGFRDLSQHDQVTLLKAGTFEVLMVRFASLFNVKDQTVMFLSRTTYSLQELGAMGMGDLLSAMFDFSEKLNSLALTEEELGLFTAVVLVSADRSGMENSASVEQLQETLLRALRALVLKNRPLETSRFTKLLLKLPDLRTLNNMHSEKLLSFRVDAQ
sPLA2-III inh: Blocks human group III sPLA2 activity; QFRET BODIPY PC-A2 liposome hydrolysis, fluorescence; inhibition, % at 12.2 µM; AID 743126; 370,000 compounds, 0.56% hits; Q9NZ20;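 active = inhibition above mean plus 3 SD of compounds lying within the high and low control bounds, cut at about 19% in these data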;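 note: 0% = median of test compound wells and 100% = no enzyme DMSO wells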
KLK7 zymogen act: activates the human kallikrein-7 zymogen; P49862; AID 652039; activation, % at 7 µM; 370,000 compounds, 0.9% hits; purified proKLK7, EDANS-DABCYL substrate fluorescence; 100% is mature enzyme control, 0% vehicle;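 active = activation above the mean of all tested compounds plus 3 SD, computed per campaign excluding outliers beyond control limits, cut at about 13% in these data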
ARFGAP1 inh: rat ARFGAP1 inhibition | Q62848 | 360,000 compounds, 0.26% hits | Arfgap1-stimulated ARF1 GTP hydrolysis, GDP FP detection | inhibition, % at 16.5 µM;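 active = inhibition above a per-plate limit, mean inhibition of low control wells plus 3 SD, cut at about 25% in these data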;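 note: 0% = DMSO wells with enzyme and 100% = wells lacking Arfgap1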
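Assay system: Rat Arfgap1 GAP domain (His6, aa 1-136), purified enzyme | Buffer or medium: HEPES 25 mM pH 7.5, NaCl 150 mM, MgCl2, DTT | Schedule: GTP hydrolysis reaction 2 h at 25 °C | Signal: FP of antibody-bound GDP Alexa 633 tracer, ex 620/em 688 nm | Measure: Percent inhibition of Arfgap1-stimulated GTP hydrolysis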
DDE Tn6 FP inh: DD(E)-Tn6 binding inhibition, primary FP screen | Fibrin DD(E) TRITC-Tn6 fluorescence polarization displacement | inhibition, % at 8.3 µM | 370,000 compounds, 0.21% hits | AID 720509;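 active = inhibition above a per-campaign cutoff: mean of compounds within control limits plus 3 SD, cut at about 15% in these data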;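 note: 0% = median of all compound wells on the plate and 100% = blocking peptide control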
PLCg1 inh: PLC-gamma1 (human) inhibition, primary screen. P19174. purified PLC-gamma1, fluorogenic substrate, fluorescence. inhibition, % at 12.2 µM. 370,000 compounds, 0.84% hits. AID 720700; in the data active = inhibition above about 9.5%
PLCb3 inh: blocks human PLC-beta3 enzyme activity. Purified PLC-beta3, fluorogenic substrate, fluorescence. inhibition, % at 12.2 µM. 370,000 compounds, 0.18% hits. AID 720704; in the data active = inhibition above about 11%;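 note: 0% = median of compound wells on plate and 100% = full blocker control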
UHRF1 binding: human UHRF1 methylated DNA binding inhibitors. Q96T88. UHRF1 binding to methylated oligo, TR-FRET. inhibition, % at 4.4 µM. 370,000 compounds, 0.75% hits. AID 687016; in the data active = inhibition above about 21%;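 note: UHRF1 SRA domain binding a hemimethylated CpG hairpin DNA probe; 0% = median of test compound wells and 100% = reference inhibitor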
Tn7 DDE FP: DD(E)-Tn7 binding inhibition, primary FP screen | P02675 | FP displacement of FITC-Tn7 peptide from fibrin DD(E); 0% = median of compound wells per plate | inhibition, % at 8.3 µM | 370,000 compounds, 0.13% hits | AID 720508;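 active = inhibition above the mean of compounds falling within the control limits plus 3 SD of them, cut at about 14% in these data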;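 note: 0% = plate median of compound wells and 100% = 10 µM Aha-Tn7 peptide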
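Assay system: Human fibrin DD(E) protein | Medium: Tris buffer with calcium and detergent, pH 7.8 | Reagent: 0.1 µM fluorescent Tn7 | Compound dosing: Single point at 8.3 µM | Times: 10 min preincubation, 3 h with tracer, room temperature | Detection: Fluorescence polarization of the labelled Tn7 tracer | Controls: Aha-Tn7 high control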
* = called active by the depositor; i = inactive; · = not tested or not shown. Compounds were not picked by outcome; any-hit rate near 4.5%.

SMILES	ASAP1 GAP inh	Rev-erbA mod	sPLA2-III inh	KLK7 zymogen act	ARFGAP1 inh	DDE Tn6 FP inh	PLCg1 inh	PLCb3 inh	UHRF1 binding	Tn7 DDE FP
CC(=O)c1ccc(OC(=O)CCNC(=O)c2ccccc2)cc1	-1	0	5	-0.5	-3	-3	-4	-3	-2	-1
CCc1ccc(C(=O)CN2C(=O)NC(C)(CCc3ccccc3)C2=O)cc1 (configuration not stated)	-3	3	-7	-0.4	0	-6	0	-4	5	-2
O=C(NNC(=O)c1n[nH]c2ccccc12)c1ccccc1	-1	-4	7	0.4	1	2	-3	2	2	2
Cc1cc(C)n(-c2nc(NCCCO)c3c4c(sc3n2)CCCC4)n1	-4	0	6	-0.8	1	-7	-4	-2	-2	3
COc1ccc(Br)cc1CNC(=O)c1ccc2c(c1)N(C)CCS2	-4	5	1	-37	0	-3	i	i	-2	4
COc1ccc2nc(SCC(=O)Nc3nonc3C)[nH]c2c1	3	2	6	0.0	2	-2	0	-49	-2	12
COC(=O)C1C(O)=C(C(C)=Nc2cccc3ccccc23)C(=O)CC1(C)C (configuration not stated)	3	-1	4	-4.1	-1	-3	-19	-28	-2	5
COc1ccc(OC)c(C(=O)c2coc3ccc(OCC(=O)O)cc23)c1	-7	0	-10	1.4	-5	-4	-15	-15	2	10
C=CCN1C(=O)[C@@H](CC(=O)NCc2cccc3ccccc23)[C@]2(C(=O)OCC)CCCCC/C=C/12	·	7	-4	0.2	·	-2	3	6	1	-1
CCOC(=O)C1=NN2C(O)C3(C)CC(C(=O)OCC)=NN3C(O)C2(C)C1 (configuration not stated)	3	2	11	0.5	-2	-10	2	-2	-4	11
CCNC(=O)COc1ccc(-c2ccccc2)cc1	-12	-2	-8	-0.5	-6	-4	5	4	5	3
Cc1ccc(NC(=O)COc2ccc(-n3ccnc3)cc2)cc1Cl	2	6	-14	-0.6	9	4	1	3	-2	-2
Cc1ccc([C@H]2C[C@@H](O)[C@H](n3cc(COC(=O)c4ccccc4)nn3)CN2CC2CCCCC2)cc1	-13	-9	6	-0.6	-10	3	0	-1	4	2
O=C1CC[C@H](N2C(=O)c3ccccc3C2=O)C(=O)N1	-13	-4	8	0.0	-2	5	-1	-1	0	4
COc1ccc(OC)c(N2C(N)=NC(N)=NC23CCCC3)c1	-3	-4	7	0.5	0	7	4	6	-1	-1
O=[N+]([O-])c1cc(Br)c(O)c(/C=N/Nc2nc3ccccc3s2)c1	20	-2	-3	-0.2	-1	0	0	1	-3	-3
Cc1ccc(NC(=O)COC(=O)c2nn(-c3ccc(Cl)cc3)cc2O)cc1	4	0	-9	-1.3	1	3	-43	-58	-2	0
CCC1Oc2ccc(C)cc2N(CC(=O)N2CCOCC2)C1=O (configuration not stated)	1	-6	3	-0.6	-15	-1	2	-6	1	-1
Cc1cnc(NC(=O)c2ccccn2)s1	-21	0	1	-0.2	-10	-1	0	-5	-1	1
CCOc1cc(CNCc2ccccc2)ccc1OCc1ccc(Cl)cc1	-2	4	5	0.4	1	-3	17*	1	3	4
CCOC(=O)c1c(O)c(Cl)c(C)[nH]c1=O	-4	-1	14	-0.7	-5	0	5	2	2	0
Cc1cc(Br)ccc1OCC(=O)NNC(=O)c1ccc(NC(=O)C2CC2)cc1	5	7	-13	0.0	-1	-4	0	-1	-4	-1
O=C(NCC1CCCO1)C1CCCN(Cc2cnn(-c3ccccc3)c2-n2cccc2)C1 (configuration not stated)	-3	-1	-5	0.1	-8	-3	2	7	1	-5
COc1ccc(N2CCN(C(=O)CN3C(=O)NC(C)(C4CC4)C3=O)CC2)cc1 (configuration not stated)	-6	0	-1	0.1	2	0	2	-4	-1	-5

The last 2 records of the section above are carried over, then new ones follow:
SMILES	ASAP1 GAP inh	Rev-erbA mod	sPLA2-III inh	KLK7 zymogen act	ARFGAP1 inh	DDE Tn6 FP inh	PLCg1 inh	PLCb3 inh	UHRF1 binding	Tn7 DDE FP
O=C(NCC1CCCO1)C1CCCN(Cc2cnn(-c3ccccc3)c2-n2cccc2)C1 (configuration not stated)	-3	-1	-5	0.1	-8	-3	2	7	1	-5
COc1ccc(N2CCN(C(=O)CN3C(=O)NC(C)(C4CC4)C3=O)CC2)cc1 (configuration not stated)	-6	0	-1	0.1	2	0	2	-4	-1	-5
CC(C)N(Cc1ccccc1)C(=S)Nc1ccc(OC(F)F)cc1	2	2	6	0.1	17	1	1	0	2	-3
O=[N+]([O-])c1ccc(COc2cccc(CNc3ccc(Br)cc3)c2)cc1	8	9	13	-0.1	-2	3	7	-5	0	-5
CCOc1ccc(NC(=O)C(=O)N/N=C\c2ccc(CNS(=O)(=O)c3ccccc3)o2)cc1	16	3	1	-0.1	2	-7	-3	1	0	0
COc1ccccc1NC(=O)CSc1nnc(Cc2cc(=O)[nH]c(=O)[nH]2)n1-c1ccccc1	3	5	-26	-0.8	0	1	-1	-1	3	1
O=C(NCc1ccccc1)C1(c2cccc(F)c2)CCCC1	-8	1	-3	0.0	-17	1	0	-1	-2	3
Cc1nc(C)c(-c2csc(NCc3ccco3)n2)s1	1	3	-3	0.0	0	8	-8	-12	-4	-1
CCn1c(=S)sc2c(=O)n(CC(=O)Nc3ccc(OC)cc3)c(C)nc21	-9	-4	7	0.3	-6	5	1	-5	-2	-2
COC(=O)c1cccc(COC(=O)c2ccc(N(C)C)cc2)c1	-15	8	-13	-0.3	3	-3	-8	-11	-3	-4
CCC(C)NC(=O)c1ccc2c(Cl)c3c(nc2c1)CCC3 (configuration not stated)	7	1	-4	0.0	9	-4	0	-8	18	-3
Cc1ccc(-n2c(Cn3nc(C(F)F)cc3C(F)F)n[nH]c2=S)cc1	-8	-7	11	0.2	1	-3	1	8	-1	3
COc1ccc(CCNC(=O)c2nnn(-c3ccccc3OC)c2N)cc1OC	-2	2	-10	0.5	4	9	3	-1	0	-6
O=C(c1ccc(COCC(F)(F)F)o1)N1CCCC1	-4	·	-1	0.5	5	3	3	-2	-2	1
COc1ccc(-n2c3c(cc(C(=O)NCC(=O)c4ccccc4)c2=O)C(=O)CC(C)(C)C3)cc1	9	19*	-12	0.1	3	-1	-2	-23	-1	-8
CC1(C)CN(Cc2ccccc2)C(=O)[C@H]1CC(=O)Nc1ccc(Br)cc1	4	10	-10	0.3	2	1	3	0	-1	1
CCC(=O)NC(Nc1sc2c(c1C(=O)OC)CCN(C)C2)(C(F)(F)F)C(F)(F)F	-7	-2	-20	0.2	-4	17*	-5	-6	-2	2
Cc1cc(N)n2ncc(-c3ccc(F)cc3)c2n1	-14	0	-1	0.1	13	1	-95	-119	-3	0
Cc1csc(N2CCCC2=O)n1	-3	-9	5	0.4	-2	3	1	1	5	5
C[C@@H](C(=O)NC1CCCCC1)N1C(=O)N2CCc3c([nH]c4ccccc34)[C@@]2(C)C1=O	0	1	-24	0.4	-7	-4	4	5	-1	2
O=C1C2CCCN2C(c2ccccc2)N1c1cccc(Cl)c1 (configuration not stated)	11	2	19	-0.6	6	5	6	-2	1	8
O=C(COC(=O)c1ccco1)Nc1cccc(S(=O)(=O)N2CCCCC2)c1	12	-2	-3	0.0	2	0	2	-6	3	-8
Cc1ccccc1-c1ccc2c(c1)[C@@H]1C[C@H]3[C@@H](CN1CC2)[C@H](C)OC(C1CCCCC1)N3C (some centres not stated)	5	-3	-3	0.2	2	-1	-16	-23	-4	-11
CCC1NC(=O)c2cc3ccccc3cc2-n2c1nc1ccc(F)cc1c2=O (configuration not stated)	2	1	-5	0.3	-1	3	-5	-3	-1	-5
COCCN(Cc1ccc(C)cc1)C(=O)[C@H]1O[C@@H](n2ccc(=O)[nH]c2=O)[C@H](O)[C@@H]1O	-9	0	-5	0.6	2	3	2	0	1	-10
N#Cc1nc(-c2ccccc2F)oc1N1CCCCC1	8	2	0	2.5	6	0	-76	-115	-3	3
CC1(C)CC(=O)C(C=NCCN2CCNCC2)=C(O)C1	-11	0	5	0.3	2	2	-3	-3	3	4
O=C(COc1ccc([N+](=O)[O-])cc1)Nc1ccc2c(c1)CCC2	-12	5	6	0.4	14	-2	-1	-13	0	6
O=C(NCC1CCCO1)C1CCCN(S(=O)(=O)c2cccc3nsnc23)C1 (configuration not stated)	2	1	-1	-0.1	-5	-2	-1	1	1	-1
O=C(NCCCN1CCCC1=O)c1cccc(S(=O)(=O)N2CCN(c3ccccc3)CC2)c1	5	0	2	0.7	8	-4	5	-2	4	-8
O=C(CCn1nc(-c2ccc(Cl)cc2)ccc1=O)NCc1cccnc1	-6	-4	2	0.6	-11	4	2	5	2	-4
CCCCCN(C(=O)CCC(=O)OCc1ccc(C(C)(C)C)cc1)c1c(N)n(CCCC)c(=O)[nH]c1=O	-5	3	-1	0.6	-5	-1	2	-1	-2	2
COc1ccc(N(CC(=O)NCc2ccccc2)S(=O)(=O)c2c(C)nn(C)c2C)cc1	3	8	1	0.0	-8	-2	1	0	2	1
CCCC(NC(=O)Cc1c(C)c2cc3c(C)c(C)oc3c(C)c2oc1=O)C(=O)N[C@@H](Cc1ccccc1)C(=O)O (some centres not stated)	-9	-7	-5	-1.6	-3	-2	-169	-208	3	-4
O=c1[nH]c(C2CCN(S(=O)(=O)c3ccccc3F)CC2)nc2c1nnn2Cc1ccc(F)cc1	-16	5	-18	-0.2	8	-2	5	-2	1	2
N#CCCN(C(=O)COC(=O)c1cc2ccccc2oc1=O)c1ccccc1	10	1	3	-2.3	4	8	-26	-27	-1	1
Cc1cc(C)cc(N2C(=O)C3NN=C(C(=O)OCc4ccccc4)C3C2=O)c1 (configuration not stated)	-7	-3	7	-0.2	5	6	0	1	0	3
NC(=O)c1ncn([C@@H]2O[C@H](C(=O)N3CCCN(Cc4ccccc4F)CC3)[C@@H](O)[C@H]2O)n1	-3	0	-3	-0.6	10	2	1	2	0	-4
CC(OC(=O)c1cccc(-n2cnnn2)c1)C(=O)Nc1ccc(N(C)C)cc1 (configuration not stated)	-7	-3	11	0.2	-4	9	-2	-3	1	0
O=C(CN1CCN(C(=O)c2ccccc2)CC1)NC(=O)NCCC1=CCCCC1	-1	1	-3	-0.9	2	-4	3	-16	3	-2
Cc1c(CC(=O)NCC(=O)O)c(=O)oc2cc3oc4c(c3cc12)CCCC4	-9	-6	-3	1.1	7	6	-309	-389	-3	-1

Look-ups from the entries so far:
Rev-erbA mod, COCCN(Cc1ccc(C)cc1)C(=O)[C@H]1O[C@@H](n2ccc(=O)[nH]c2=O)[C@H](O)[C@@H]1O : 0
ARFGAP1 inh, O=C(c1ccc(COCC(F)(F)F)o1)N1CCCC1 : 5
ARFGAP1 inh, O=C(NCCCN1CCCC1=O)c1cccc(S(=O)(=O)N2CCN(c3ccccc3)CC2)c1 : 8
